Mtb BioA inh – M. tuberculosis BioA enzyme inhibitors, primary screen, biochemical, plate reader, single point, HTS | 7,8-diaminopelargonic acid synthase BioA (Mycobacterium tuberculosis) | purified M. tuberculosis BioA enzyme | inhibition, % at 9.99 µM | hit rate 0.096% among 360,000; in the data active means inhibition above about 40%
An asterisk follows results filed as active. The list is partial (hit frequency here may not be typical).

SMILES | Mtb BioA inh
O=C(N[C@H]1C=C[C@H](CC(=O)N2CCOCC2)O[C@H]1CO)c1ccc2c(c1)OCO2 | -3.8
COc1ccc(CN(C)C[C@H]2OCCCC[C@@H](C)Oc3ccc(NC(=O)Cc4ccccc4)cc3C(=O)N([C@@H](C)CO)C[C@H]2C)cc1 | -0.7
C[C@H]1CN([C@@H](C)CO)C(=O)c2cc(NC(=O)NC3CCCCC3)ccc2O[C@@H]1CN(C)C(=O)Nc1ccc(C(F)(F)F)cc1 | -1.1
O=S(=O)(N[C@@H]1CC[C@H](CCn2cc(C3CC3)nn2)O[C@@H]1CO)c1ccc(F)cc1 | 3.5
CCC(=O)N1C[C@H](O)COC[C@@H]2O[C@@H](CC(=O)N3CCCCC3)CC[C@H]21 | -0.8
CNC(=O)C[C@@H]1CC[C@@H]2[C@@H](COc3ccc(NC(=O)c4cc(F)cc(F)c4)cc3C(=O)N2C)O1 | 1.5
C[C@@H]1CN([C@H](C)CO)C(=O)Cc2cc(NC(=O)CCCCCC(=O)Nc3ccccc3N)ccc2O[C@@H]1CN(C)C(=O)Nc1ccccc1 | 2.5
C[C@H]1CN([C@@H](C)CO)C(=O)c2cc(NC(=O)c3ccncc3)ccc2O[C@H]1CN(C)C(=O)Nc1ccc(C(F)(F)F)cc1 | -0.3
C[C@H](CO)N1C[C@H](C)[C@@H](CN(C)S(=O)(=O)c2ccc(F)cc2)OCCCC[C@H](C)Oc2ccc(N(C)C)cc2C1=O | -2.7
C[C@@H]1CN([C@H](C)CO)C(=O)c2cc(-c3cccc(C(=O)N(C)C)c3)cnc2O[C@@H]1CN(C)S(=O)(=O)c1ccccc1 | -2.6
C[C@H](CO)N1C[C@H](C)[C@@H](CN(C)Cc2ccc(-c3ccccc3)cc2)Oc2ccc(NC(=O)Cc3ccccc3)cc2C1=O | -1.5
C[C@@H]1CCCCO[C@@H](CN(C)S(C)(=O)=O)[C@H](C)CN([C@H](C)CO)C(=O)c2cc(NC(=O)C3CCCCC3)ccc2O1 | -3.3
COc1ccc(CN(C)C[C@H]2Oc3ccc(NC(=O)Nc4ccc(OC)cc4)cc3C(=O)N([C@H](C)CO)C[C@@H]2C)cc1 | 0.7
CO[C@@H]1CN(C)C(=O)c2cc(NC(=O)C3CC3)ccc2OC[C@H](C)N(Cc2cccc(F)c2)C[C@H]1C | 0.3
O=C(NCc1ccncn1)[C@H]1[C@H](CO)[C@H]2Cn3c(ccc(-c4cccc(F)c4)c3=O)[C@H]2N1CC1CC1 | 18
CCNC(=O)C[C@@H]1CC[C@H]2[C@H](COc3ccc(NC(=O)Nc4ccccc4OC)cc3C(=O)N2C)O1 | -1.2
CCNC(=O)C[C@@H]1CC[C@H]2[C@H](COc3ccc(NC(=O)c4cccs4)cc3C(=O)N2C)O1 | 6.0
C/C=C/c1cnc2c(c1)C(=O)N([C@H](C)CO)C[C@@H](C)[C@H](CN(C)C(=O)C1CC1)O2 | 0.1
COc1cccc(-c2ccc3c(c2)O[C@@H](CN(C)Cc2ccncc2)[C@H](C)CN([C@@H](C)CO)S3(=O)=O)c1 | 4.7
C[C@@H]1CN([C@@H](C)CO)S(=O)(=O)c2ccc(C#Cc3ccncc3)cc2O[C@@H]1CN(C)C(=O)C1CCC1 | 8.0
COc1ccc(CN(C)C[C@H]2Oc3c(NS(=O)(=O)c4ccc(OC)cc4)cccc3C(=O)N([C@@H](C)CO)C[C@H]2C)cc1 | 0.7
COCCNC(=O)[C@@H]1[C@@H](CO)[C@@H]2Cn3c(ccc(-c4ccccc4F)c3=O)[C@H]1N2S(C)(=O)=O | -0.5
C[C@H]1CN([C@@H](C)CO)C(=O)Cc2cc(NS(=O)(=O)c3ccc(Cl)cc3)ccc2O[C@@H]1CN(C)S(=O)(=O)c1ccccc1 | -2.1
COc1ccc(-c2cnc3c(c2)C(=O)N([C@H](C)CO)C[C@H](C)[C@H](CN(C)C(=O)Cc2ccccn2)O3)cc1 | -1.3

In the list so far, these contain an aryl methoxy group:
SMILES | Mtb BioA inh
COc1ccc(CN(C)C[C@H]2OCCCC[C@@H](C)Oc3ccc(NC(=O)Cc4ccccc4)cc3C(=O)N([C@@H](C)CO)C[C@H]2C)cc1 | -0.7
COc1ccc(CN(C)C[C@H]2Oc3ccc(NC(=O)Nc4ccc(OC)cc4)cc3C(=O)N([C@H](C)CO)C[C@@H]2C)cc1 | 0.7
CCNC(=O)C[C@@H]1CC[C@H]2[C@H](COc3ccc(NC(=O)Nc4ccccc4OC)cc3C(=O)N2C)O1 | -1.2
COc1cccc(-c2ccc3c(c2)O[C@@H](CN(C)Cc2ccncc2)[C@H](C)CN([C@@H](C)CO)S3(=O)=O)c1 | 4.7
COc1ccc(CN(C)C[C@H]2Oc3c(NS(=O)(=O)c4ccc(OC)cc4)cccc3C(=O)N([C@@H](C)CO)C[C@H]2C)cc1 | 0.7
COc1ccc(-c2cnc3c(c2)C(=O)N([C@H](C)CO)C[C@H](C)[C@H](CN(C)C(=O)Cc2ccccn2)O3)cc1 | -1.3

The results go on.
SMILES | Mtb BioA inh
C[C@H]1CN([C@@H](C)CO)C(=O)CCCn2nncc2CO[C@H]1CN(C)Cc1ccccc1C(F)(F)F | 2.3
O=C(C[C@H]1C[C@@H]2c3cc(NC(=O)Nc4ccccc4)ccc3O[C@@H]2[C@H](CO)O1)NC1CCCC1 | -0.5
O=C(C[C@H]1CC[C@@H]2[C@H](COC[C@H](O)CN2Cc2cc(F)cc(F)c2)O1)NC1CCC1 | -2.1
C[C@H](CO)N1C[C@H](C)[C@@H](CN(C)C(=O)CCC(F)(F)F)OCCCC[C@H](C)Oc2ccc(NS(=O)(=O)c3ccc(Cl)cc3)cc2C1=O | 2.2
COCC(=O)N(C)C[C@H]1Oc2cc(C#CC(C)C)ccc2S(=O)(=O)N([C@H](C)CO)C[C@H]1C | 1.8
CCCNC(=O)Nc1ccc2c(c1)C(=O)N(C)[C@H]1CC[C@H](CC(=O)OC)O[C@H]1CO2 | -0.9
C[C@@H]1CCCCO[C@H](CN(C)C(=O)CCCN(C)C)[C@@H](C)CN([C@@H](C)CO)C(=O)c2cc(NC(=O)c3ccncc3)ccc2O1 | 2.9
O=C(NCC[C@H]1CC[C@H](NC(=O)c2ccc3c(c2)OCO3)[C@@H](CO)O1)Nc1cc(F)ccc1F | 1.0
C[C@@H]1CN([C@H](C)CO)C(=O)c2cccc(NC(=O)C3CC3)c2O[C@H]1CN(C)S(=O)(=O)c1cccs1 | 0.3
CCCNC(=O)C[C@H]1C[C@H]2c3cc(NC(=O)Nc4ccc(F)cc4)ccc3O[C@H]2[C@H](CO)O1 | -1.6
O=C(c1cnccn1)N1C[C@H]2[C@@H](c3ccccc31)[C@@H](CO)N2Cc1ccc2c(c1)OCO2 | 3.0
C[C@H](CO)N1C[C@H](C)[C@@H](CN(C)Cc2ccc(C(=O)Nc3ccccc3N)cc2)Oc2ccc(NS(=O)(=O)c3ccc(Cl)cc3)cc2CC1=O | -2.6
C[C@@H]1CN([C@@H](C)CO)C(=O)CCCn2cc(nn2)CO[C@H]1CN(C)Cc1cccnc1 | 0.0
C/C=C/c1ccc2c(c1)O[C@@H](CN(C)C(=O)CC1CC1)[C@@H](C)CN([C@H](C)CO)S2(=O)=O | 1.5
COc1cccc(S(=O)(=O)N[C@H]2CC[C@@H](CC(=O)NCc3ccncc3)O[C@H]2CO)c1 | 3.8
CN1C(=O)c2cc(NS(=O)(=O)c3cccc(F)c3)ccc2OC[C@@H]2O[C@@H](CC(=O)O)CC[C@@H]21 | -0.8
C[C@H]1CN([C@@H](C)CO)C(=O)c2cc(-c3ccc(F)cc3)cnc2O[C@@H]1CN(C)Cc1ccc(C(=O)O)cc1 | -1.0
COc1ccc(-c2cnc3c(c2)C(=O)N([C@H](C)CO)C[C@H](C)[C@H](CN(C)C(=O)Nc2ccccc2)O3)cc1 | -2.1
COCC(=O)N1[C@H](CO)[C@H]2c3ccccc3N(C)C[C@H]21 | 6.0
C[C@@H]1CN([C@@H](C)CO)C(=O)c2cccc(NC(=O)Nc3ccc4c(c3)OCO4)c2O[C@@H]1CN(C)S(=O)(=O)c1ccc(Cl)cc1 | -2.2
C[C@H](CO)N1C[C@H](C)[C@@H](CN(C)Cc2ccc(Cl)c(Cl)c2)Oc2ccc(NS(C)(=O)=O)cc2CC1=O | 2.6
CCCNC(=O)[C@@]1(C)c2ccccc2C(=O)N(Cc2ccccc2)[C@H]1c1ccc(CO)cc1 | -1.5
C[C@@H]1CN([C@H](C)CO)S(=O)(=O)c2ccc(C3=CCCC3)cc2O[C@@H]1CN(C)Cc1cccc(C(=O)O)c1 | -1.0
CN1CCN(C(=O)C[C@@H]2CC[C@H](NC(=O)Nc3ccccc3F)[C@H](CO)O2)CC1 | -3.4

3 compounds from above, ordered by molar mass, low to high:
SMILES | Mtb BioA inh
CCCNC(=O)[C@@]1(C)c2ccccc2C(=O)N(Cc2ccccc2)[C@H]1c1ccc(CO)cc1 | -1.5
C[C@H](CO)N1C[C@H](C)[C@@H](CN(C)Cc2ccc(Cl)c(Cl)c2)Oc2ccc(NS(C)(=O)=O)cc2CC1=O | 2.6
C[C@@H]1CN([C@@H](C)CO)C(=O)c2cccc(NC(=O)Nc3ccc4c(c3)OCO4)c2O[C@@H]1CN(C)S(=O)(=O)c1ccc(Cl)cc1 | -2.2

The list continues.
SMILES | Mtb BioA inh
C[C@H](CO)N1C[C@H](C)[C@@H](CN(C)S(=O)(=O)c2cn(C)cn2)OCCCC[C@H](C)Oc2ccc(NC(=O)Nc3cccc4ccccc34)cc2C1=O | -1.2
C[C@H]1CN([C@@H](C)CO)C(=O)c2cccc(NC(=O)Nc3ccccc3)c2O[C@@H]1CN(C)S(=O)(=O)c1ccccc1 | -1.3
COc1ccccc1S(=O)(=O)N(C)C[C@@H]1OCc2cn(nn2)CCCC(=O)N([C@@H](C)CO)C[C@@H]1C | -1.8
Cc1ccc(S(=O)(=O)Nc2cccc3c2O[C@H](CN(C)CC2CCCCC2)[C@H](C)CN([C@H](C)CO)C3=O)cc1 | 1.1
CCN1[C@@H]2Cn3c(ccc(-c4cccc(OC)c4)c3=O)[C@H]1[C@@H](C(=O)OC)[C@@H]2CO | 16
CCC(=O)N1[C@H](CO)[C@@H]2c3ccccc3N(S(=O)(=O)c3ccccc3)C[C@@H]21 | -3.1
C[C@@H]1CN([C@H](C)CO)C(=O)c2cc(NS(=O)(=O)c3ccccc3)ccc2O[C@H]1CN(C)Cc1ccncc1 | -4.4
CN(C)C(=O)c1cccc(-c2ccc3n(c2=O)C[C@@H]2N[C@H]3[C@H](C(=O)NC3CCC3)[C@H]2CO)c1 | 7.8
Cc1ccc(S(=O)(=O)Nc2cccc3c2O[C@H](CN(C)C(=O)Nc2ccc(C(F)(F)F)cc2)[C@H](C)CN([C@H](C)CO)C3=O)cc1 | -4.8
CC(C)NC(=O)Nc1ccc2c(c1)C(=O)N(C)[C@@H]1CC[C@H](CC(=O)NCc3ccc(F)cc3)O[C@H]1CO2 | -1.2
CO[C@H]1CN(C)C(=O)c2cc(NS(=O)(=O)c3cccc(F)c3)ccc2OC[C@@H](C)N(Cc2cc(F)ccc2F)C[C@H]1C | 3.1
C[C@@H]1CN([C@H](C)CO)C(=O)Cc2cc(NC(=O)CCCN(C)C)ccc2O[C@H]1CN(C)S(=O)(=O)c1cccs1 | 2.5
CN(C)Cc1cn(CC[C@@H]2CC[C@H](NS(=O)(=O)c3ccccc3)[C@H](CO)O2)nn1 | -1.7
O=C(C[C@H]1C[C@@H]2c3cc(NS(=O)(=O)c4ccc(F)cc4)ccc3O[C@@H]2[C@H](CO)O1)NCc1ccncc1 | -2.3
O=C(C[C@@H]1C[C@@H]2c3cc(NS(=O)(=O)c4ccccc4)ccc3O[C@@H]2[C@@H](CO)O1)N1CCCCC1 | 1.7
C[C@H](CO)N1C[C@H](C)[C@H](CN(C)Cc2ccc(Cl)c(Cl)c2)Oc2c(NS(=O)(=O)c3cccs3)cccc2C1=O | -2.7
CCCN1C[C@@H](C)[C@@H](OC)CN(C)C(=O)c2cc(NC(=O)c3ccccc3)ccc2OC[C@@H]1C | 0.0
C[C@H](CO)N1C[C@H](C)[C@H](CN(C)S(=O)(=O)c2cccc(F)c2)Oc2ncc(C#CCN(C)C)cc2C1=O | 0.1
CCN1[C@H](C(=O)NCc2cccc(OC)c2)[C@@H](CO)[C@@H]2Cn3c(ccc(C4=CCCCC4)c3=O)[C@@H]21 | 1.2
CO[C@@H]1CN(C)C(=O)c2cc(NS(=O)(=O)c3cccc(C)c3)ccc2OC[C@H](C)NC[C@@H]1C | -0.7

Screening results from PubChem BioAssay.
